aSyn yeast inh – qHTS of alpha-syn Inhibitors | 0.14% of 370,000 active | Potency, µM (doses to about 46.1 µM), for inactives: top-dose growth rescue (activation), actives largely listed as activators | Yeast expressing alpha-synuclein, growth rescue, BacTiter-Glo, 24 h | AID 652106, 2013; active = well fitted activation curve with a large enough effect; inconclusive = small, poorly fitted or top-dose-only effect; inactive = no such curve, though single readings can be large or run the other way; note: % of control where 0% means no effect; nearly all actives have a fitted effect of over 65% in size
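Screening used galactose-induced yeast with toxic alpha-synuclein levels, exposed to compound for 24 hr at 30 deg C. Cell growth, read with BacTiter-Glo luminescence, gave the measured signal.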
Numbers without * were called inactive; ? = inconclusive; & = joins results of further samples; [ ] = remark or other dose. Potency is the fitted concentration of half-maximal effect. Some of the compounds tested; count on the stated rates, not on these rows.

SMILES	aSyn yeast inh
O=S1(=O)Nc2c(cc(Cl)c3ccc(Cl)nc23)-c2ccccc21	-19%
O=C(C[n+]1csc2ccccc21)c1ccc(O)c(O)c1	3%
O=C(CNC(=O)C1CCCCC1)OCC(=O)c1ccc2c(c1)CCC2	2%
O=C(C[n+]1cccc(Br)c1)c1cccc([N+](=O)[O-])c1	7%
O=CC(=O)c1ccc(F)cc1	0%
CCCN(C)CCCOc1cc2nc(N3CCCN(C)CC3)nc(NC3CCN(C)CC3)c2cc1OC	17%
OCCN1CCN(CCCN2c3ccccc3C=Cc3ccccc32)CC1	3%
COc1cc(OC)c(/C=C/c2cc3c4ccccc4ccc3[n+](C)c2)c(OC)c1	3%
O=C(Nc1ccc(F)c(F)c1)c1cnn2c1NC(=C1CC1)C=C2C(F)(F)F	-1%
CC(=O)c1ccc(S(=O)(=O)N2CCN(c3nc(-c4cccs4)nc4ccccc34)CC2)cc1	1%
CN(C)CCNc1nccc(N2CCN(C)CC2)n1	-6%
COc1cc2nc(N3CCCN(C)CC3)nc(NC3CCN(C)C3)c2cc1OC (stereo not drawn)	0%
O=C(C[n+]1ccncc1)c1cccc2ccccc12	2%
COc1cc(OC)c(C(=O)N(Cc2ccco2)Cc2cccs2)cc1OC	10%
CN(C)CCCCCCNc1nccc(N2CCN(C)CC2)n1	1%
O=C(NCCc1nc2ccccc2n1CCOc1ccccc1)C1CCCCC1	7%
CN1C2CCC1CC(OC(=O)C(O)c1ccccc1)C2 (stereo not drawn)	-1%
Oc1c(C(Nc2cccnc2)c2ccc(C(F)(F)F)cc2)ccc2cccnc12 (stereo not drawn)	-24%
NC(=S)c1ccc[n+]([C@@H]2O[C@@H](COP(=O)([O-])OP(=O)(O)OC[C@H]3O[C@@H](n4cnc5c(N)ncnc54)[C@H](OP(=O)(O)O)[C@@H]3O)C(O)C2O)c1 (stereo partly drawn)	-11%
O=S(=O)(c1cccc(Cl)c1)N1CCN(c2nc(-c3ccccc3)nc3ccccc23)CC1	-8%
CN(C)c1ccc(/C=C/c2ccc3ccccc3[n+]2[O-])cc1	-62%[inhibitor]
CCCCNC(=O)Cn1c(SCc2cccc(Cl)c2)nc2ccncc21	-3%
Nc1cccc(/C=C2\C=Cc3ccccc32)c1	3%
C=CC[n+]1ccnc2ccccc21	3%
O=c1[nH]c(=O)n([C@@H]2O[C@H](CO)[C@@H](O)[C@H]2O)cc1F	22%

Other records.
SMILES	aSyn yeast inh
CCCc1nnc(NC(=O)c2c(O)c3cccc4c3n(c2=O)CCC4)s1	9%
COc1ccc(CC(=O)NO)cc1	-7%
COc1cc(NC(=O)CSc2nnc3c4ccccc4n(C)c3n2)cc(OC)c1OC	0%
COC(=O)c1ccc(C2NC(c3ccc4c(c3)OCO4)=CC(c3ccccc3O)N2)cc1 (stereo not drawn)	4%
C=C1C=C(C)n2ncc(C(=O)Nc3ccc(F)cc3F)c2N1	-2%
Cc1cc(O)cc2c1O[C@](C)(CCC(=O)O)CC2	-6%
Cc1sc2ncn(/N=C/c3cn(-c4ccccc4)nc3-c3ccccc3)c(=O)c2c1C	0%
S=C(NCCCN(Cc1ccc(Cl)cc1)c1ccc(-c2ccccc2)cn1)NCCCN(Cc1ccc(Cl)cc1)c1ccc(-c2ccccc2)cn1	0%
CC(SC1=NS(=O)(=O)c2ccccc21)C(=O)O (stereo not drawn)	0%
CCCCN(CCCN)c1ccc(Br)cn1	0%
Cc1ccccc1NC(=O)c1nc(SCc2ccccc2F)ncc1Cl	3%
COc1cc(N(C)C)c(OC)cc1/C=C1\C=Cc2ccccc21	-8%
CCN(CC)CC(=O)c1c(C)n(C)c2ccc(OC)cc12	0%
C(=C\c1nc2ccccc2nc1/C=C/c1ccc2c(c1)OCO2)/c1ccc2c(c1)OCO2	2%
COc1ccc(N2C(=O)c3ccccc3NC2c2ccc(OC)c(COc3ccccc3F)c2)cc1 (stereo not drawn)	-5%
COc1ccc(CCn2c(=S)[nH]c(=O)c3cccnc32)cc1OC	-8%
CC1=Nc2ccccc2/C1=C(/C)c1c(C)[nH]c2ccccc12	-18%
COc1ccc2c(c1)C=C/C2=C/c1ccc(N(C)C)cc1	-8%
CCN(CC)/[N+]([O-])=N/OCOC(=O)C(C)c1ccc(CC(C)C)cc1 (stereo not drawn)	11%
C=C1C=C(C(F)F)n2ncc(C(=O)Nc3cccc(CC)c3)c2N1	-3%
c1ccc(Nc2nc(NCc3ccco3)nc3nccnc23)cc1	-2%
CC/C=C1/N=C2C(=O)N(C)C(=O)N=C2N(C)N1	?
COc1cc(/C=C/c2cc[n+](C)c3ccccc23)cc(OC)c1OC	16%
CC(C)(C)c1ccc(O)c(N=Cc2cccc([N+](=O)[O-])c2)c1	-2%
Cc1cccc2c(=O)[nH]c3c(-c4nc(-c5ccc(Cl)cc5)cs4)c(O)cn3c12	-7%

Shown with bars between the fields: entries from further up
molecule | aSyn yeast inh
CCCCN(CCCN)c1ccc(Br)cn1 | 0%
Cc1ccccc1NC(=O)c1nc(SCc2ccccc2F)ncc1Cl | 3%
COc1cc(N(C)C)c(OC)cc1/C=C1\C=Cc2ccccc21 | -8%
CCN(CC)CC(=O)c1c(C)n(C)c2ccc(OC)cc12 | 0%
C(=C\c1nc2ccccc2nc1/C=C/c1ccc2c(c1)OCO2)/c1ccc2c(c1)OCO2 | 2%
COc1ccc(N2C(=O)c3ccccc3NC2c2ccc(OC)c(COc3ccccc3F)c2)cc1 (stereo not drawn) | -5%
COc1ccc(CCn2c(=S)[nH]c(=O)c3cccnc32)cc1OC | -8%
CC1=Nc2ccccc2/C1=C(/C)c1c(C)[nH]c2ccccc12 | -18%
COc1ccc2c(c1)C=C/C2=C/c1ccc(N(C)C)cc1 | -8%
CCN(CC)/[N+]([O-])=N/OCOC(=O)C(C)c1ccc(CC(C)C)cc1 (stereo not drawn) | 11%
C=C1C=C(C(F)F)n2ncc(C(=O)Nc3cccc(CC)c3)c2N1 | -3%
c1ccc(Nc2nc(NCc3ccco3)nc3nccnc23)cc1 | -2%
CC/C=C1/N=C2C(=O)N(C)C(=O)N=C2N(C)N1 | ?
COc1cc(/C=C/c2cc[n+](C)c3ccccc23)cc(OC)c1OC | 16%
CC(C)(C)c1ccc(O)c(N=Cc2cccc([N+](=O)[O-])c2)c1 | -2%
Cc1cccc2c(=O)[nH]c3c(-c4nc(-c5ccc(Cl)cc5)cs4)c(O)cn3c12 | -7%

Back to the main list with the two entries that preceded the break.
SMILES	aSyn yeast inh
CC(C)(C)c1ccc(O)c(N=Cc2cccc([N+](=O)[O-])c2)c1	-2%
Cc1cccc2c(=O)[nH]c3c(-c4nc(-c5ccc(Cl)cc5)cs4)c(O)cn3c12	-7%
NCCCCN	-3%
O=C(Cc1ccccc1)NCC(=O)OCC(=O)c1ccc2ccccc2c1	-1%
O=S(=O)(c1ccc(OC(F)(F)F)cc1)N1CCN(c2nc(-c3ccccc3)nc3ccccc23)CC1	-3%
CCc1nnc(NC(=O)c2ccccc2NC(=O)C2CCN(C(=O)c3ccco3)CC2)s1	0%
O=C(CNC(=O)C1CCCCC1)OCC(=O)c1ccc(C2CCCCC2)cc1	4%
CN(C)c1ccc(/C=C/c2sc3ccccc3[n+]2Cc2ccccc2)cc1	-3%
CCCCCCCCCN(CCCCCCCCC)c1ccc(/C=C/c2ccnc3ccccc23)cc1	2%
CCC(C)NC(=O)CSc1nc2cc3c(cc2c(=O)n1Cc1ccc(C(=O)NCCc2ccc(OC)c(OC)c2)cc1)OCO3 (stereo not drawn)	11%
O=C(COc1ccccc1C(=O)Nc1ccccc1)Nc1ccc(-c2ccccc2)cc1	2%
Cc1ccc(-c2nc3ccccn3c2Nc2ccccc2C)o1	-28%
O=C(O)CCc1cccc2ccccc12	2%
CN(C)c1ccc(/C=C/c2cccc3cc4ccccc4nc23)cc1	-88%[inhibitor]
CC(=O)C(C)=O	6%
O=C(COC(=O)c1ccccc1OCCOc1ccccc1)Nc1ccccc1Br	6%
CC1(C)CCc2cc(S(=O)(=O)N3CCN(c4nc(-c5cccs5)nc5ccccc45)CC3)ccc2O1	0%
Cc1sc2ccccc2[n+]1CCCCBr	-6%
CNc1c(Cl)cc(/C=C2\C=Cc3ccccc32)cc1Cl	-1%
COc1cc(/C=C2/C=Cc3ccccc32)ccc1N(C)C	2%
O=C(Nc1ccc(Cl)cc1Cl)c1cnn2c1NC(=C1CC1)C=C2C(F)F	-3%
COc1cc([N+](=O)[O-])c2ncccc2c1	-1%
Cc1ccc(CSc2nnc(-c3ccc(NC(=O)CCc4ccccc4)cc3)n2C)cc1	9%
Cc1[nH]c2ccccc2c1/C=C/c1c[nH]c2ccccc12	3%
Oc1cc2cc(-c3csc(-c4ccc(F)cc4)n3)cc3c2n1CCC3	-5%
Brc1ccc[n+](CCC2CCCCC2)c1	2%
COc1ccc2c(c1)c(CC(=O)O)c(C)n2C(=O)c1ccccc1	-1%

Going on with the list:
SMILES	aSyn yeast inh
O=S(=O)(c1ccccc1Cl)N1CCN(c2nc(-c3cccs3)nc3ccccc23)CC1	-13%&-12%
COc1ccc(CN(Cc2ccccc2)C(C)=O)cc1COc1ccc(NC(C)=O)cc1	1%
COc1ccc(CNc2ncnc3nc[nH]c23)cc1OC	-5%&-1%
CCCCCCC(=O)OC1CC(C)(C)NC(C)(C)C1	-10%
COc1cc(OC)c(OC)cc1/C=C/c1ccc2ccccc2n1	0%
O=C(CNC(=O)c1ccccc1)OCC(=O)c1cccc2ccccc12	29%
CN(C)c1ccc(N=Cc2ccnc3ccccc23)cc1	-4%
COC(=O)C1=C(C)NC(C)=C([N+](=O)[O-])[C@H]1c1ccccc1C(F)(F)F	1%
CN(C)c1ccc(/C=C/c2ccnc3cc(Cl)ccc23)cc1	1%
O=C(NCCc1nc2ccccc2n1CCOc1ccc2ccccc2c1)C1CCCCC1	1%
O=C(Nc1ccc([N+](=O)[O-])cc1Cl)c1cc(Cl)cc(Cl)c1O	-63%[inhibitor]
CC1(C)OC(=O)C2(Cc3ccc(Cl)cc3N3CCCCC32)C(=O)O1 (stereo not drawn)	1%
CC(C)(C)c1ccc(C(=O)C[n+]2ccccc2Cl)cc1	16%
CC(=O)ON(C(C)=O)c1ccc(/C=C2\C=Cc3ccccc32)cc1	-16%
c1nc(NCc2ccc3c(c2)OCO3)c2[nH]cnc2n1	-5%&1%
COc1cc(OC)c(OC)cc1/C=C/c1ccc2ccccc2[n+]1C	-20%
COC(C(=O)C(O)C(C)O)C1Cc2cc3cc(OC4CC(OC5CC(O)C(O)C(C)O5)C(O)C(C)O4)c(C)c(O)c3c(O)c2C(=O)C1OC1CC(OC2CC(OC3CC(C)(O)C(O)C(C)O3)C(O)C(C)O2)C(O)C(C)O1 (stereo not drawn)	-21%
O=C(COc1ccccc1C(=O)OCC(=O)Nc1cccc2ccccc12)Nc1ccc(Br)cc1	?
O=C(C[n+]1ccccc1Br)c1ccc(F)cc1	0%
CCOc1c2c(c(-c3ccc4c(c3)OCO4)c3cc(OC)c(OC)cc13)C(=O)OC2	-34%[inhibitor]
CC1CN(S(=O)(=O)c2cccc3cnccc23)CCN1 (stereo not drawn)	1%
O=C1CN(CCN2CC(=O)NC(=O)C2)CC(=O)N1	2%
COc1cccc2cc(-c3nc(-c4ccccc4)c(C)s3)c(=O)oc12	-7%
CCCN1CNc2c(c(=O)[nH]c(=S)n2CCc2cccc(C)c2C)C1	0%
C#CC(N)CCC(=O)O (stereo not drawn)	-2%

The list continues:
SMILES	aSyn yeast inh
C1=Cc2ccccc2/C1=C/c1ccc2c(c1)OCO2	?
COC1=C2C[C@H](C)C[C@H](OC)[C@@H](O)[C@@H](C)C=C(C)[C@H](OC(N)=O)[C@@H](OC)C=CC=C(C)C(=O)NC(=CC1=O)C2=O	26%
O=C(Nc1nc(-c2cccs2)cs1)C1CC(=O)N(c2ccc3c(c2)OCCO3)C1 (stereo not drawn)	0%
NS(=O)(=O)c1ccc(NC(=O)c2cnn3c2NC(=C2CC2)C=C3C(F)F)cc1	2%
Cc1cc(/C=C/c2c(C)cnc3ccccc23)ccc1N(C)C	-36%[inhibitor]
Cc1cnc2c3c(cc(Cl)c2c1)-c1ccccc1S(=O)(=O)N3	?
CCC1=C[C@@H]2CN(C1)Cc1c([nH]c3ccccc13)[C@@](C(=O)OC)(c1cc3c(cc1OC)N(C)[C@H]1[C@@](O)(C(=O)OC)[C@H](OC(C)=O)[C@]4(CC)C=CCN5CC[C@]31[C@@H]54)C2	2%
CC(=O)c1ccc(NC(=O)c2cnn3c2NC(=C2CC2)C=C3C(F)F)cc1	0%
Cc1cc(NC2CCCCC2)nc(-n2nc(C)cc2C)n1	?
CN(C)c1ccc(/C=C/C=C2/C=Cc3ccccc32)cc1	-3%
O=S(=O)(Cc1ccccc1)N1CCN(c2nc(-c3cccs3)nc3ccccc23)CC1	-3%
COc1cc2c(NC3CCN(C)CC3)nc(N3CCCN(C)CC3)nc2cc1OCCCCC(N)=O	2%
Nc1ccc(-c2nc3ccc(-c4nc5ccc(N)cc5[nH]4)cc3[nH]2)cc1	-28%&-27%
O=C(COC(=O)c1ccc(C(F)(F)F)cc1)NC(=O)C1CCCCC1	1%
O=S(=O)(Nc1cc(Br)cc2cccnc12)c1cccc2ccccc12	25µM*
COC(=O)c1ccc(NC(=O)c2nc(SCc3ccccc3F)ncc2Cl)cc1	-1%
CN(C)c1ccc(-c2c3ccccc3nc3ccccc23)cc1	-14%
COc1ccc(C2NC(c3ccc4c(c3)OCO4)=CC(c3ccccc3O)N2)cc1OC (stereo not drawn)	-7%
CCCCCCCCCCCCOC(=O)N1CCN(/[N+]([O-])=N/Oc2ccc([N+](=O)[O-])cc2[N+](C)=O)CC1	-47%[inhibitor]
Oc1ccc(/C=C/c2ccc(/C=C/c3ccc(O)cc3)c(Br)c2)cc1	-17%
CC[N+](C)(C)c1ccc(/C=C/c2ccc3ccccc3n2)cc1	-65%[inhibitor]
COc1cc(OC)c(-c2nn3c(-c4n[nH]c5c4CCC5)nnc3s2)cc1OC	0%&-2%
CN1CC[C@H](c2c(O)cc(O)c3c(=O)cc(-c4ccccc4Cl)oc23)[C@H](O)C1	-9%
CNc1cc[n+](C)c2ccccc12	29%
O=Cc1ccsc1B(O)O	2%
COc1ccc(S(=O)(=O)N2CCN(c3nc(-c4cccs4)nc4ccccc34)CC2)cc1	-4%&4%

Source: PubChem BioAssay
